Assay outcomes as filed in PubChem.
TPT1 inh = inhibitors of Candida albicans tRNA 2'-phosphotransferase TPT1 | AID 1962 | recombinant caTPT1, FP RNA substrate dephosphorylation | 300,000 tested, 0.81% active | inhibition, % at 5 µM;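 active means inhibition above the mean of all tested compounds plus 3 SD, set per screening campaign, cut at about 24% in these data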;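 further: plate controls were DMSO alone for no effect and ferristatin control at 100 nM for full effect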
HCV core dimer = HCV core protein dimerization inhibition; TR-FRET GST/Flag-core106 dimerization, 1536-well; inhibition, % at 5 µM; 300,000 tested, 0.33% active; AID 1899;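 active means inhibition above the mean of all tested compounds plus 3 SD, set per screening campaign, cut at about 45% in these data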
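System – GST-tagged and Flag-tagged HCV core protein residues 1-106 · Repeats – one well for each compound · Technique – TR-FRET 671 and 617 nm emission · Doses – one concentration, 5 µM, in 0.5% DMSO · Times – 4 h, 22.5 °C incubation · Also added – Eu donor and XL665 acceptor anti-tag antibodies · Measure – percent inhibition of core106 dimerization signal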
Efflux pump mplx = blocks antifungal efflux pumps in multiplex yeast assay | S. cerevisiae Candida pump triplex, Nile Red efflux | 330,000 tested, 0.44% active | inhibition, % at 10 µM;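 active means plate passing quality check with inhibition over a set limit, or well fluorescence over plate mean plus 4 SD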;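 further: Nile Red retained in pooled yeast measured as flow cytometry median fluorescence; 0% = buffer negative control and 100% = Enniatin B positive control; higher means more Nile Red kept so more efflux inhibition; some compounds called inactive have numbers as strong as hits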
JMJD2C inh = blocks human GASC-1 demethylase activity | Q9H3R0 | inhibition, % at 2.35 µM | 330,000 tested, 0.069% active | AID 2099 | GST-JMJD2C(1-420) H3K9me3 demethylation, DELFIA europium;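 active means more than half of a compound's replicate wells show inhibition beyond 50%, single wells judged on their own value; inconclusive means some, but no more than half, of replicates pass 50% inhibition; inactive means no replicate passes 50% inhibition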;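 further: signal counts dimethyl H3K9 product captured on neutravidin plate; 0% = median of DMSO wells and 100% = 0.3 times that DMSO median; strong numbers were not always called active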
PP5 inh = inhibitors of human protein phosphatase 5 (PP5) | P53041 | purified PP5c, OMFP substrate fluorescence | inhibition, % at 6.7 µM | 320,000 tested, 0.18% active;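 active means inhibition above the campaign's mean inhibition across all tested compounds plus 3 SD, cut at about 9.5% in these data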;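 further: 0% = DMSO only and 100% = 100 µM cantharidin control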
PP1 inh = PP1-alpha (human) inhibition in PP5 counter-screen; purified PP1alpha, OMFP fluorescence; inhibition, % at 6.7 µM; 320,000 tested, 0.9% active; AID 2235;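 active means inhibition above the mean inhibition of all tested compounds plus 3 SD, computed separately for each screening campaign, cut at about 15% in these data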
Target sequence (P62136 whole entry, looked up): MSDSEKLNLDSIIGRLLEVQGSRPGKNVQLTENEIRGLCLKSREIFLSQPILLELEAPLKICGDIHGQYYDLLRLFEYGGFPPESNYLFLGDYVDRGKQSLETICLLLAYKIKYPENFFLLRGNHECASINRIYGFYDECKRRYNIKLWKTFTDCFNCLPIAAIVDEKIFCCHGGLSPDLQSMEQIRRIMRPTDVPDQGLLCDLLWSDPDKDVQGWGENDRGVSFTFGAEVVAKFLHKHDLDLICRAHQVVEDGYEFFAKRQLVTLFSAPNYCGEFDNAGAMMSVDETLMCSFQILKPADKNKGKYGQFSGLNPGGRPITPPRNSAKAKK
PREPL inhibitor = inhibits the human prolyl oligopeptidase-like enzyme; 320,000 tested, 0.68% active; AID 2751; inhibition, % at 5.96 µM; recombinant PREPL, fluorescence polarization activity-based probe; Q4J6C6; in the data active means inhibition above about 43%;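 further: 0% = enzyme with DMSO and 100% = wells lacking enzyme; many of its hits are not listed in these tables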
Target sequence (Q4J6C6 whole entry, looked up): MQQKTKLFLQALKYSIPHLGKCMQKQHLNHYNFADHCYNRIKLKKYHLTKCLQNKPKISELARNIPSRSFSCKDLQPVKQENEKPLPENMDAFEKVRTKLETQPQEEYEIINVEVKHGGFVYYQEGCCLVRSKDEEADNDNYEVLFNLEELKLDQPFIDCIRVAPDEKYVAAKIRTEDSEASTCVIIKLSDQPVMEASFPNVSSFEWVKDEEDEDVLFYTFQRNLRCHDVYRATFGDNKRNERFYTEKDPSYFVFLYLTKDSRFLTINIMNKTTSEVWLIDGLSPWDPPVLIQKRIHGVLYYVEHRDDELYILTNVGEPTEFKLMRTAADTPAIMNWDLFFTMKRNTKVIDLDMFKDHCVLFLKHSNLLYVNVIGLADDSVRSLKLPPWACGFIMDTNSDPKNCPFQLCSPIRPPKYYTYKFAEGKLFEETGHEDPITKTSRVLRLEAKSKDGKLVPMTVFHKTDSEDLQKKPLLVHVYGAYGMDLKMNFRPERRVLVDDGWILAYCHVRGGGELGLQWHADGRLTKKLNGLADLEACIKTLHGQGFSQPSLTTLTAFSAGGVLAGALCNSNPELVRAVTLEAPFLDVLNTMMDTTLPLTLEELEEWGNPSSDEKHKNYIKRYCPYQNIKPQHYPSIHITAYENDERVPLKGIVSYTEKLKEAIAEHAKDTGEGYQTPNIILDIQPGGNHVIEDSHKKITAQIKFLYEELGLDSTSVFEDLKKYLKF
CTSL1 counter = blocks F. hepatica cathepsin L1 in PFM18AAP counter-screen. AID 1906. 300,000 tested, 0.49% active. inhibition, % at 5.96 µM. recombinant F. hepatica cathepsin L1, Z-Leu-Arg-MCA fluorescence;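 active means inhibition above the mean of all tested compounds plus 3 SD, set per screening campaign, cut at about 17% in these data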;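 further: 0% = plate median of test compound wells and 100% = 1 µM Z-Phe-Ala-diazomethylketone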
LYPLA2 counter = LYPLA2 (human) inhibition in PME1 counter-screen; O95372; recombinant LYPLA2, FP-Rh probe fluorescence polarization; inhibition, % at 5.9 µM; 320,000 tested, 0.38% active; AID 2177;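 active means inhibition above the screen-wide mean plus 3 SD, limit set per campaign, cut at about 26% in these data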;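 further: 0% = LYPLA2 with DMSO and 100% = wells lacking LYPLA2 enzyme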
* marks the source's active call; other numbers are inactive results; u = inconclusive; & = joins results of further samples. Not all compounds are listed, so the mix of outcomes need not match the whole.

| SMILES | JMJD2C inh | TPT1 inh | HCV core dimer | PREPL inhibitor | PP5 inh | Efflux pump mplx | LYPLA2 counter | PP1 inh | CTSL1 counter |
| --- | --- | --- | --- | --- | --- | --- | --- | --- | --- |
| COc1ccccc1N1C(=NC(=O)CCc2ccccc2)SC2CS(=O)(=O)CC21 (stereo not given) | u | -1 | 0 | 5 | 0.8 | -0.1 | 0 | -5 | 2 |
| CCOc1ccc(Cl)cc1CNc1nnnn1CC | 7 | 0 | 8 | -9 | 2.4 | 0.1 | -6 | 13 | -2 |
| NC(=O)c1cc2cc(Br)ccc2oc1=NCc1ccccc1 | -5 | -2 | 2 | 12 | -0.2 | -0.2 | 3 | -1 | -3 |
| CCn1cc(C(=O)N(C)CC(OC)OC)c(=O)c2cc(S(=O)(=O)N3CCOCC3)ccc21 | 6 | 2 | -1 | -7 | -1.1 | 0.8 | 1 | 0 | -4 |
| CC(=O)N(CCC1(c2ccc(C)cc2)CCOC(C(C)C)C1)Cc1ccco1 (stereo not given) | 3 | 2 | 4 | 11 | 1.5 | -0.1 | -1 | 0 | 6 |
| Cc1cccc2cc(CN(Cc3ccco3)S(=O)(=O)c3ccc4c(c3)OCCO4)c(=O)[nH]c12 | -4 | 1 | 8 | 6 | 8.7 | 0.1 | 1 | 3 | 1 |
| CC1=C(C(=O)OCc2ccccc2)C(c2cccs2)NC(=O)N1CCCC(=O)O (stereo not given) | -16 | 2 | 11 | -1 | 2.8 | 0.2 | -4 | 1 | -1 |
| COc1cc2c(C(=O)OCCN(C)C)c(CSc3ccccc3)n(C)c2cc1Br | 4 | -1 | -2 | 1 | -1.7 | 0.1 | 2 | 0 | 1 |
| Cc1ccc(S(=O)(=O)C2C(=O)NC3(C)CC2c2ccccc2O3)cc1 (stereo not given) | 3 | -2 | 8 | -1 | 0.9 | -0.1 | 0 | 0 | 0 |
| NS(=O)(=O)c1cccc(NC(=O)CSc2nnc(-c3ccccc3F)n2C2CC2)c1 | 7 | 0 | -1 | 1 | -1.0 | -0.1 | 5 | -3 | -17 |
| COc1cc(CO)ccc1OCC(=O)N1CCc2ccccc21 | -1 | -4 | -14 | 22 | 0.2 | 0.0 | 14 | -1 | 4 |
| COc1ccc(C(c2nnnn2Cc2ccccc2)N2CCN(c3nc4ccccc4s3)CC2)cc1 (stereo not given) | -1 | 1 | 5 | 18 | 5.1 | 0.2 | 0 | 7 | 0 |
| CCc1nnc(NC(=O)C2c3ccccc3Oc3ccccc32)s1 | -24 | -1 | -5 | -8 | 1.8 | -0.2 | 4 | 5 | -2 |
| COc1ccc2nc(C(F)(F)C(F)(F)F)c(C#N)c(N)c2c1 | -6 | -1 | -6 | 6 | 9.8* | 0.0 | -2 | 6 | 0 |
| COc1ccccc1NC(=O)Cn1c(=O)c(N(C)C)c(N)n(C)c1=O | u | -1 | 7 | -3 | 0.2 | -0.1 | -2 | 0 | 1 |
| COc1cc(NC(=O)CN2C(=O)NC(C)(c3ccc(OC(F)F)cc3)C2=O)cc(OC)c1OC (stereo not given) | 3 | 0 | 3 | 1 | 2.2 | -0.2 | -1 | 0 | -4 |

Quoted from the listing:
In JMJD2C inh, CCn1cc(C(=O)N(C)CC(OC)OC)c(=O)c2cc(S(=O)(=O)N3CCOCC3)ccc21 has the entry 6
In Efflux pump mplx, COc1cc(NC(=O)CN2C(=O)NC(C)(c3ccc(OC(F)F)cc3)C2=O)cc(OC)c1OC (stereo not given) has the entry -0.2

The list goes on.
| SMILES | JMJD2C inh | TPT1 inh | HCV core dimer | PREPL inhibitor | PP5 inh | Efflux pump mplx | LYPLA2 counter | PP1 inh | CTSL1 counter |
| --- | --- | --- | --- | --- | --- | --- | --- | --- | --- |
| Cn1cc(-c2cccc(C(F)(F)F)c2)cc(C#N)c1=O | -2 | -2 | 6 | -8 | 0.5 | 0.0 | -3 | 1 | -1 |
| CC1CC2(NC(=O)NC2=O)C(C)CN1C (stereo not given) | 17 | -5 | -4 | 16 | -2.9 | 0.2 | -3 | -17 | -1 |
| COc1cc(SC)ccc1C(=O)N1CCCCCC1 | 0 | 2 | -1 | 20 | -0.8 | -0.1 | 4 | -2 | -1 |
| CC(C)C[C@H](NC(=O)c1[nH]cnc1C(=O)Nc1ccc(CNC(=O)OC(C)(C)C)cc1)C(=O)OCc1ccccc1 | 1 | -4 | 2 | -11 | 7.2 | 0.1 | -63 | 11 | 5 |
| CCOC(=O)c1cc(-c2ccccc2)n(CC(=O)N2CCCC2)c1C | 10 | 5 | 8 | 0 | 2.6 | 0.2 | -4 | -1 | -1 |
| COC(=O)C1(Cc2ccc(O)cc2)OC(=O)C(O)=C1c1ccc(O)cc1 (stereo not given) | -6 | -2 | -11 | 0 | 2.4 | -0.2 | -4 | 1 | -1 |
| O=C1c2cccnc2C(=O)N1Cc1ccc(S(=O)(=O)N2CCN(c3ccccc3)CC2)cc1 | 1 | 4 | 9 | -21 | -0.1 | -0.1 | -3 | -3 | -1 |
| CC(=O)Nc1ccccc1C(=O)N1CC(C)OC(C)C1 (stereo not given) | -6 | -3 | -9 | 8 | -0.5 | 0.0 | 4 | 0 | -1 |
| CCN(CC(O)c1cccc(O)c1)C(=O)C12CC3CC(CC(C3)C1)C2 (stereo not given) | -11 | -4 | -11 | -7 | 0.6 | -0.2 | -1 | 3 | 1 |
| CCCn1cc([C@@H]2C[C@H]3CN(Cc4cccc(Cl)c4)C(=O)[C@]34CCCN24)c(C)n1 | 1 | 3 | 3 | 10 | 1.0 | -0.1 | 2 | -1 | 0 |
| CCOC(=O)c1ccccc1NC(=S)N1CCC(C)CC1 | -1 | -4 | 3 | -3 | 0.6 | -0.2 | 2 | 0 | -3 |
| CN1CCCc2cc(C=O)ccc21 | -8 | -15 | -5 | 28 | -1.7 | 0.0 | 9 | 3 | 2 |
| Cc1ccc(OCC(=O)N2CCCCC2)c(Br)c1 | -8 | 1 | -1 | -2 | 0.7 | -0.1 | 8 | -1 | 3 |
| CN(C)c1cccc(C(=O)N/C=C/n2cnc3cc(C(F)(F)F)ccc32)c1 | 1 | -2 | -3 | 10 | -0.1 | -0.1 | 0 | -5 | 0 |
| Cc1cc(C(=O)N(C)Cc2ccc(Br)cc2)no1 | -9 | 4 | -8 | -3 | -0.2 | -0.2 | -2 | -2 | -3 |
| Cc1c(C(=O)Nc2cccc(S(=O)(=O)N3CCCC3)c2)oc2ccccc12 | 3 | 2 | 10 | 5 | 2.6 | 0.0 | 1 | -2 | -4 |

Rewritten with values under each structure: part of the list above
Fields: JMJD2C inh	TPT1 inh	HCV core dimer	PREPL inhibitor	PP5 inh	Efflux pump mplx	LYPLA2 counter	PP1 inh	CTSL1 counter
- Cc1ccc(OCC(=O)N2CCCCC2)c(Br)c1
    -8	1	-1	-2	0.7	-0.1	8	-1	3
- CN(C)c1cccc(C(=O)N/C=C/n2cnc3cc(C(F)(F)F)ccc32)c1
    1	-2	-3	10	-0.1	-0.1	0	-5	0
- Cc1cc(C(=O)N(C)Cc2ccc(Br)cc2)no1
    -9	4	-8	-3	-0.2	-0.2	-2	-2	-3
- Cc1c(C(=O)Nc2cccc(S(=O)(=O)N3CCCC3)c2)oc2ccccc12
    3	2	10	5	2.6	0.0	1	-2	-4

(further entries)
| SMILES | JMJD2C inh | TPT1 inh | HCV core dimer | PREPL inhibitor | PP5 inh | Efflux pump mplx | LYPLA2 counter | PP1 inh | CTSL1 counter |
| --- | --- | --- | --- | --- | --- | --- | --- | --- | --- |
| COc1ccc(OC)c(S(=O)(=O)NC2CCN(Cc3ccccc3)CC2)c1 | -2 | 4 | -1 | 7 | -0.3 | 0.0 | 2 | -2 | 1 |
| C=C(C)CSc1nc2c(c(=O)[nH]c(=O)n2C)n1Cc1ccccc1 | 0&1 | 3 | 16 | -2 | -2.1 | 0.0 | 4 | 0 | 1 |
| CCNC(=O)CC1C(=O)N(c2ccc(F)cc2)C(=O)N1CCC(C)C (stereo not given) | -3 | 1 | -2 | -2 | 2.3 | 0.0 | 2 | -5 | 0 |
| CSc1nc2c(c(=O)[nH]1)C(c1ccc(C(F)(F)F)cc1)CC(=O)N2 (stereo not given) | -11 | -8 | 0 | 3 | 2.3 | -0.1 | -1 | 3 | 4 |
| CCNC(=O)C(CC(C)C)NC(=O)C(CO)NC(=O)C1CCC(=O)N1 (stereo not given) | -5 | 3 | -4 | -5 | -1.8 | 0.1 | 2 | -1 | 1 |
| CCOc1ccc2c(c1)C(=NNC(=O)c1ccncc1)c1cc(OCC)ccc1-2 | 9 | 1 | -26 | 14 | 2.2 | 0.0 | 2 | -2 | 1 |
| C=CCNC(=S)N1CCOCC1 | -2 | -4 | 0 | 22 | -1.1 | 0.0 | 4 | 4 | 3 |
| COC(=O)c1cc(C(=O)OCC(=O)Nc2ccccc2OC(F)F)cc([N+](=O)[O-])c1 | 7 | 1 | -7 | 7 | 4.0 | 0.1 | -1 | 4 | -6 |
| Cc1csc2nc(CNS(=O)(=O)c3ccc(-c4ccccc4)cc3)cn12 | -2 | 0 | 5 | -110 | 0.8 | 0.0 | -5 | 1 | 0 |
| Cc1nnc(N)nc1C | 7 | -7 | -1 | 10 | -1.8 | 0.1 | 9 | 1 | 0 |
| COc1ccc(NC2=NCC(=O)N2c2ccccc2F)c(OC)c1 | 8 | -2 | -3 | -9 | -0.6 | 0.0 | 1 | -2 | 1 |
| O=C(C1CC1)N1CCN(c2nc3ccccc3s2)CC1 | -1 | 0 | -1 | -4 | 0.3 | 0.0 | -1 | -3 | -1 |
| COc1ccc(C(C(=O)NC2CCCC2)N(Cc2ccc(C)cc2)C(=O)c2ccn[nH]2)cc1OC (stereo not given) | -5 | -2 | -1 | 16 | -1.9 | -0.1 | 0 | -3 | 2 |
| COc1ccc(CC(=O)NC2CCN(Cc3nnnn3C(C)(C)C)CC2)cc1OC | 7 | 1 | -2 | -7 | -0.7 | 0.2 | 3 | -3 | -2 |
| CSc1nnc2c(n1)c(C)nn2-c1cccc(C)c1 | -1 | 0 | 5 | 12 | -2.9 | 0.0 | 1 | -3 | 9 |
| NC(=O)CC(NC(=O)Cc1cccc2ccccc12)c1ccc(NC2CCN(Cc3ccccc3)CC2)c([N+](=O)[O-])c1 (stereo not given) | -9 | 26* | 6 | 2 | 0.9 | -0.2 | -13 | 2 | 6 |
| COc1ccc(CN(C(=O)c2cc3ccccc3oc2=O)C2CCCCC2)cc1OC | 6 | 2 | 4 | 0 | -0.4 | 0.0 | -3 | 5 | 6 |
| CCOc1cc(/C=C2/C(=O)ON=C2C)ccc1O | 8 | 10 | 12 | 7 | 2.1 | 0.0 | -4 | 0 | 7 |
| CCOC(=O)CN1C(=O)S/C(=C/c2cc(C)n(-c3ccccn3)c2C)C1=O | -5 | -12 | 11 | 16 | 3.4 | -0.1 | 2 | 5 | 2 |
| Cc1ccc2c(c1)N(C(=O)CCC(=O)NCCCN1CCN(C)CC1)CCO2 | 44 | -2 | -10 | 14 | 5.5 | -0.1 | 1 | 2 | 2 |
| CC(C)(C)c1ncc(S(=O)(=O)c2ccc(C(F)(F)F)cn2)c(N)n1 | -4 | 4 | -1 | -2 | -1.1 | -0.2 | -3 | -3 | -3 |
